HDAC3 inhib: blocks human histone deacetylase 3 | recombinant HDAC3, fluorogenic peptide/trypsin coupled, fluorescence | 0.15% of 320,000 active | inhibition, % at 8.3 µM | AID 2718 | O15379; in the data active = inhibition above about 26%, passing the limit was not always enough
Target sequence (O15379 whole entry, looked up): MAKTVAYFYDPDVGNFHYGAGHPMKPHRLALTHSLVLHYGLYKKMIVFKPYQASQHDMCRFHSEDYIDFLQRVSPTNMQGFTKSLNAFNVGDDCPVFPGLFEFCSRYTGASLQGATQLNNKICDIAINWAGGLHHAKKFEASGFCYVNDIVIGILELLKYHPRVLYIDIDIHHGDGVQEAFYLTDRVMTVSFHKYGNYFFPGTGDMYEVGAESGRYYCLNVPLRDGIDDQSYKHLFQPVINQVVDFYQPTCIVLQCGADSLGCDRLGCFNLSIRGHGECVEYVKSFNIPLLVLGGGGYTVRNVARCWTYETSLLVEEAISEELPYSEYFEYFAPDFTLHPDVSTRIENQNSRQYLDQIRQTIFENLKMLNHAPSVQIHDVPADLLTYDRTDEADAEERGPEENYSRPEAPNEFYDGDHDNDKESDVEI
AI-2 QS modul: modulators of Vibrio harveyi AI-2 quorum sensing system. Vibrio harveyi JMH597 AI-2 luminescence/OD600 ratio, 9 h; active compounds read low; strain lacks LuxN and CqsS sensors; 0 = neutral-control median. activity change, % at 7.5 µM. 0.4% of 300,000 active. AID 2094; in the data active = activity change below about -75%, passing the limit was not always enough;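 also: luminescence divided by OD600 gain over 9 h not by final OD600 alone; inactives centre near 13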
HSP90 refold inh: inhibitors of HSP90 luciferase refolding in rabbit reticulocyte lysate; luciferase refolding luminescence, 3 h; inhibition, % at 5.6 µM; 0.91% of 290,000 active; AID 1789;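 active = inhibition above the screen-wide mean plus 3 SD, computed separately per campaign, cut at about 16% in these data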;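 also: 0% = DMSO wells and 100% = 60 µM geldanamycin wells; inhibitors lower the luminescence because luciferase stays unfolded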
HSF1 activator: increases HSF-1 driven luciferase reporter signal; NIH3T3-HGL HSF-1 luciferase reporter, MG132, 8 h; 100% = twice DMSO control signal; activation, % at 9 µM; 1.7% of 300,000 active; AID 504408;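 active = mean replicate activation of at least 50% with a set share of replicates each reaching 50%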;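 also: 0% = median of the neutral control wells and 100% = twice that signal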
PolyA inh: inhibitors of polyadenylation in S. cerevisiae | 0.02% of 300,000 active | calls only at 12 µM | S. cerevisiae SKY197-pL101 polyadenylation reporter, beta-gal luminescence; efflux-impaired pdr1/pdr3 knockout yeast; score 100 = 6 SD above DMSO;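 active = lowest replicate activity score at least 50, where 100 means six control SD above control mean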;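 also: yeast exposed to compound for 9 h at 30 °C; higher score means more reporter readthrough which indicates perturbed polyadenylation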
Dyrk1A ADPGlo: inhibitors of rat Dyrk1A kinase; inhibition, % at 12.5 µM; Q63470; ADP-Glo luminescence, NFATc1 peptide; 0.43% of 310,000 active; in the data active = inhibition above about 50%;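 also: plate controls were vehicle with enzyme for no effect and no enzyme for full effect; many of its hits are not listed in these tables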
GSK3A inh: blocks human GSK-3 alpha kinase. P49840. ADP-Glo luminescence, 60 min. inhibition, % at 10 µM. 0.1% of 320,000 active. AID 2650;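 in the data active = inhibition above about 50%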;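 also: GST-tagged GSK-3 alpha with peptide substrate and 25 µM ATP; 0% = DMSO neutral wells and 100% = GW8510 positive control wells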
Target sequence (P49840 whole entry, looked up): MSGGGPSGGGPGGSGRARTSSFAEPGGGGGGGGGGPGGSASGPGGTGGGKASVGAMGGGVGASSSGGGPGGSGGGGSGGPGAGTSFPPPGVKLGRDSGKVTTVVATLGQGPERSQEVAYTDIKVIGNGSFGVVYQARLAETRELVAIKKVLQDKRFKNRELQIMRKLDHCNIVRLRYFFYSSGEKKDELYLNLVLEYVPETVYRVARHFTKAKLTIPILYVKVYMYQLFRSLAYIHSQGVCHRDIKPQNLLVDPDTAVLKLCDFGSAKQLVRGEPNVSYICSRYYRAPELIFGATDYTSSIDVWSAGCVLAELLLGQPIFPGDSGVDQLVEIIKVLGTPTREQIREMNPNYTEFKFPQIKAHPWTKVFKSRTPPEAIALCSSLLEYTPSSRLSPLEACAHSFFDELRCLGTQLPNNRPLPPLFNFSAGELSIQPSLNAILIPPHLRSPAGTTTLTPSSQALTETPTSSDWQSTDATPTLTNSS
Platelet DG rel: platelet dense granule release activity; human platelet-rich plasma, SFLLRN dense granule ATP release, luminescence; inhibition, %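 (compounds screened at 7.5 µM in platelet-rich plasma)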; 0.22% of 300,000 active;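 active = mean replicate score, as percent of positive control, at or above 50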
HSF1 inhib: HSF1 inhibition; NIH3T3-HGL HSE-luciferase, MG132-induced, luminescence 8 h; active compounds read low; activity change, negative = inhibition, % at 7.5 µM (by protocol); 0.77% of 300,000 active; AID 2098;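 active = more than half of replicate wells show activity change below -50%, luminescence cut by over half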;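 also: luciferase reports HSF-1 transcriptional activity via heat shock element; 0% = median of DMSO wells and -100% = zero luminescence signal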
GSK3B inh: blocks human GSK3beta kinase activity; P49841; GST-GSK3beta kinase, ADP-Glo luminescence, 60 min; active compounds read low; activity score (negative = inhibition), % at 10 µM; 0.038% of 300,000 active;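 active = more than half of replicate wells score below -50%, meaning over 50% inhibition versus plate controls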;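 also: 0% = median DMSO wells and -100% = median GW8510 positive control wells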
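Test system – GST-tagged human GSK3beta kinase, cell-free · Incubation – 60 min enzyme reaction, room temperature · Signal – ADP-Glo luminescence · Also added – peptide substrate and ATP at 25 µM · Controls – DMSO neutral wells and GW8510 at 20 µM as positive · Buffer or medium – Tris/MgCl2 kinase buffer · Measure – Luminescence-derived activity versus plate DMSO and GW8510 wells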
* = called active by the depositor; i = inactive; · = no result given. These rows are one share of the data; rates above refer to the full screens.

#	structure	HDAC3 inhib	AI-2 QS modul	HSP90 refold inh	HSF1 activator	PolyA inh	Dyrk1A ADPGlo	GSK3A inh	Platelet DG rel	HSF1 inhib	GSK3B inh
1	CCOC(=O)NC(NC(=S)Nc1ccccc1OC)C(Cl)(Cl)Cl (centres undefined)	2	5	2	6	i	0	3	-5	-1	0
2	CCC(=O)Nc1cccc(NC(=S)NC(=O)c2cccs2)c1	-6	21	-5	79*	·	1	-1	-12	64	1
3	CS(=O)(=O)c1ccc(Cl)c(NC(=O)COC(=O)/C=C/c2cnc3ccccc3n2)c1	·	29	0	2	i	-2	2	8	-3	5
4	O=c1cc(-c2ccccc2Cl)oc2ccc([N+](=O)[O-])c(O)c12	2	-2	2	-11	i	22	-4	0	-8	-3
5	O=C(COC(=O)C1CCN(c2ccc(C(F)(F)F)cn2)CC1)c1ccc(Cl)cc1	5	-9	·	-8	i	0	-1	-2	4	1
6	COc1ccc(NC(=O)NNC(=O)c2ccc3ccccc3c2)cc1OC	·	11	-1	-3	i	-1	-1	-4	-3	-4
7	CCOc1ccc(NC(=O)CCn2ccnc2)cc1	1	18	6	-42	i	·	-1	-5	-26	-1
8	COc1cccc(NC(=O)N2CCC(NC(=O)C(Cc3ccccc3OC)NC(C)=O)CC2)c1 (centres undefined)	·	18	0	20	i	-6	·	1	6	0
9	O=C(O)c1cccnc1SC1CC(=O)N(c2ccc(OC(F)F)cc2)C1=O (centres undefined)	3	26	6	21	i	-3	-2	1	7	1
10	COc1cccc(-c2cc(N)nn2C(=O)Nc2ccc(Cl)cc2)c1	·	17	-1	30	i	1	4	2	18	-2
11	COc1ccccc1C(=O)C1CCCN(C(=O)CCc2ccccn2)C1 (centres undefined)	0	28	-2	4	i	6	-1	1	-3	-2
12	Oc1ccc(-c2[nH]ncc2-c2nc3ccccc3s2)c(O)c1	-6	-1	1	15	i	66*	6	-2	1	-1
13	COc1ccc(NC(=O)CSCC(=O)N2CCCc3ccccc32)cc1	0	28	·	1	i	-7	-3	2	-1	0
14	N#CC1=C(SCC(=O)Nc2ccc(C(=O)O)cc2)NC(=O)CC1c1ccco1 (centres undefined)	-3	2	-1	-4	i	-1	-3	-3	-2	-5
15	O=C(Nc1cccc(C(F)(F)F)c1)OCCN1CCN(Cc2ccccc2)CCC1=O	16	14	-2	12	·	3	-1	0	3	1
16	Cc1cccc(Nc2nc(-c3ccc(F)c(C)c3)cs2)n1	2	18	5	67*	i	4	5	0	46	-4
17	CC(C)C(=O)N1CCN(c2nc(-c3ccccc3)c3c(c2C#N)CC(C)(C)OC3)CC1	-5	7	5	-3	i	11	-1	-73	2	3
18	CC(=O)/C(C#N)=C1\NC(=O)C(Cc2ccccc2Cl)S1 (centres undefined)	12	37	-2	3	i	7	-2	8	1	3
19	CCN(CC)C(=O)c1ccc(C(=O)c2c(C)cc(C)cc2C)cc1	7	-1	-3	17	i	2	0	-14	0	-6
20	CCc1sc(C(=O)NCCc2ccc(S(N)(=O)=O)cc2)cc1C	1	51	2	17	i	-1	-4	7	2	0
21	Cn1cc(-c2nnc(-c3ccccc3)o2)c2ccccc21	-8	3	-4	66*	i	8	-2	1	35	-1
22	N#Cc1ccccc1Sc1ccccc1C(=O)Nc1ccccc1	2	-31	3	-12	i	5	-1	6	-3	-1
23	CN1CCN(C2CCN(S(=O)(=O)c3ccc(C(C)(C)C)cc3)CC2)CC1	·	11	2	-3	i	-6	·	6	2	2
24	COc1ccc(/C=C2\Sc3ccc(C(=O)N4CCN(Cc5ccccc5)CC4)cc3N(C)C2=O)cc1OC	13	16	-2	13	i	-2	-1	2	6	-1
25	COc1ccc(C(=O)NCCC2=CCCCC2)cc1OC	2	15	-1	45	i	2	-1	6	3	2
26	O=C(NNc1ccc(-c2csnn2)cc1)c1ccccc1C(F)(F)F	-4	21	2	-13	i	·	1	5	-3	2
27	COC(=O)C1=C(C)N(c2ccc(C)c(C)c2)/C(=C/c2ccc(O)cc2)C1=O	3	15	3	16	i	-2	-1	-1	21	3
28	Cc1ccc(C(=O)C2=C(O)C(=O)N(Cc3ccccc3)C2c2cccnc2)o1 (centres undefined)	-1	32	-3	0	i	-4	0	-3	-2	0
29	CC(C(=O)Nc1cccnc1)N1C(=O)c2ccccc2C1=O (centres undefined)	2	7	0	-2	i	4	1	-2	-3	1
30	CN(Cc1nc(Cc2ccccc2F)no1)[C@@H]1CS(=O)(=O)C[C@H]1O	-4	17	-1	-2	i	-2	·	16	0	2
31	COc1ccc(C(=O)Nc2ccc3c(c2)nc(CN2CCN(C(C)=O)CC2)n3C)cc1	1	20	0	10	i	-8	2	-15	5	8
32	CCC(CC)C(=O)OCC(=O)Nc1ccc(S(=O)(=O)N2CCOCC2)cc1OC	0	22	-4	-7	i	1	-24	5	5	5
33	COC(=O)CC1C(=O)NCCN1C(=O)NC1CCCCC1 (centres undefined)	-4	17	-1	10	i	-1	1	1	0	0
34	CCc1nc2c(c(=O)c3ccccc3n2C)c(=O)n1CCc1ccc(OC)cc1	-3	1	2	5	i	·	0	19	8	2
35	COC(=O)c1c(C)[nH]c(C(=O)/C=C/c2ccc(C)cc2)c1C	0	18	14	16	i	4	1	3	4	-2
36	Cc1ccc(-c2ccc(C(=O)NCc3ccccc3)o2)c2ccccc12	-8	30	-3	30	i	-2	-5	-10	8	-2
37	CCOC(=O)N1CCN(C(=O)CCn2nc(-c3ccc(Cl)cc3)ccc2=O)CC1	4	12	-1	-8	i	-3	-3	2	-9	-2
38	CC(=O)N1CCN(C(=O)c2ccc(NS(=O)(=O)c3ccc4[nH]c(=O)[nH]c4c3)cc2)CC1	5	7	·	-2	i	2	-2	-1	-9	2
39	C/C(=N\NS(=O)(=O)c1ccc(C(C)(C)C)cc1)c1ccccc1	-4	35	2	-10	i	-6	-4	-8	-3	3
40	COc1cccc(OC)c1C(=O)N1CCN(c2ccccn2)CC1	-2	9	2	1	i	7	-2	-3	-4	3
41	CCNC(=O)NC(=O)COC(=O)c1cccc(NS(=O)(=O)/C=C/c2ccccc2)c1	15	33	1	17	i	-4	1	3	4	3
42	O=C(Nc1ccc(F)cc1)Nc1ccccc1C(=O)NCCN1CCNC1=O	2	9	3	16	i	·	2	4	-1	-1
43	Cc1c(N=Cc2nc3ccccc3n2C)c(=O)n(-c2ccccc2)n1C	-2	22	32*	-22	i	9	0	15	-16	2
44	O=C(Nc1cccc(F)c1)c1ccc2c(c1)OCO2	-3	15	2	45	i	2	1	18	24	1
45	CCCCN1C(=O)C(O)(CC(=O)c2ccco2)c2cc(Br)ccc21 (centres undefined)	11	22	-5	11	i	5	0	0	0	1
46	COc1ccc(-c2ccc(C#N)c(SCC(=O)NC3CC3)n2)cc1OC	1	35	2	0	i	4	2	-29	-1	0
47	COc1ccc(C2(CNC(=O)c3ccccc3[N+](=O)[O-])CCOCC2)cc1	-2	-10	0	8	i	1	-2	1	1	1
48	CCOC(=O)[C@@H]1[C@H]2COc3ccccc3[C@@H]2N2C(=O)N(c3ccc(F)cc3)C(=O)[C@@]12C	2	25	-6	-3	i	-5	-2	0	5	-3
49	CCOC(=O)C(NC(=O)c1ccccc1)(OCC1(CC)COC1)C(F)(F)F (centres undefined)	9	-1	-1	-3	i	-4	-1	7	-5	-2
50	CCOC(=O)c1ccc(NC(=O)NC2CC3CCC(C2)N3Cc2nnnn2Cc2ccco2)cc1 (centres undefined)	5	9	-3	-1	i	16	-1	-17	-6	-5
51	COC(=O)C/C=C/[C@@H](C)[C@@H](/C=N/OC[C@H]1O[C@H](c2ccccc2)C=C[C@@H]1Oc1ccc(OC)cc1)NS(=O)(=O)c1ccc(C)cc1	·	10	0	-4	i	·	·	4	9	3
52	Cc1ccc([N+](=O)[O-])cc1N(CC(=O)N1CCCCC1)S(C)(=O)=O	-4	25	1	-3	·	0	-1	2	3	3
53	CN1CCc2c(OCC(=O)N3CCCc4ccccc43)cccc2C1=O	4	4	1	-19	i	·	-1	-4	2	1
54	Cc1nc2nc3c(cn2n1)C(=O)CC(C)(C)C3	·	5	-2	-25	i	-2	·	5	-8	-3
55	COc1ccc(NC(=O)C2Cc3ccccc3O/C2=N\O)cc1 (centres undefined)	5	17	2	-12	i	-5	-1	-2	7	1
56	c1ccc(-c2cc(-c3ccc(N4CCOCC4)cc3)nc3ccccc23)cc1	-10	11	-2	6	i	2	1	0	5	0

Reformatted as labelled records: 4 of the compounds above
43. Cc1c(N=Cc2nc3ccccc3n2C)c(=O)n(-c2ccccc2)n1C
  HDAC3 inhib: -2; AI-2 QS modul: 22; HSP90 refold inh: 32*; HSF1 activator: -22; PolyA inh: i; Dyrk1A ADPGlo: 9; GSK3A inh: 0; Platelet DG rel: 15; HSF1 inhib: -16; GSK3B inh: 2

34. CCc1nc2c(c(=O)c3ccccc3n2C)c(=O)n1CCc1ccc(OC)cc1
  HDAC3 inhib: -3; AI-2 QS modul: 1; HSP90 refold inh: 2; HSF1 activator: 5; PolyA inh: i; Dyrk1A ADPGlo: ·; GSK3A inh: 0; Platelet DG rel: 19; HSF1 inhib: 8; GSK3B inh: 2

20. CCc1sc(C(=O)NCCc2ccc(S(N)(=O)=O)cc2)cc1C
  HDAC3 inhib: 1; AI-2 QS modul: 51; HSP90 refold inh: 2; HSF1 activator: 17; PolyA inh: i; Dyrk1A ADPGlo: -1; GSK3A inh: -4; Platelet DG rel: 7; HSF1 inhib: 2; GSK3B inh: 0

52. Cc1ccc([N+](=O)[O-])cc1N(CC(=O)N1CCCCC1)S(C)(=O)=O
  HDAC3 inhib: -4; AI-2 QS modul: 25; HSP90 refold inh: 1; HSF1 activator: -3; PolyA inh: ·; Dyrk1A ADPGlo: 0; GSK3A inh: -1; Platelet DG rel: 2; HSF1 inhib: 3; GSK3B inh: 3
